# Screening data from PubChem.
# IMPase inh: qHTS Assay for Identifying the Cell-Membrane Permeable IMPase Inhibitors; 120,000 tested, under 10 active; AID 901, 2007; Inositol monophosphatase 1 (Rattus norvegicus), P97697; inhibition (IP1 accumulation), % at 46.1 µM; CHO-M1 cells, IP1 accumulation, HTRF TR-FRET ratio; active = well fitted curve in the direction sought with a large enough effect in the signal ratio, not every such curve was filed as active; the % refers to the signal ratio;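 note: cells stimulated with carbachol in lithium chloride buffer; plate controls were DMSO basal wells for no effect and reference inhibitor wells for full effect; higher means more IMPase inhibition seen as more IP1 and lower FRET ratio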
#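 The IP-One HTRF competitive assay in carbachol-stimulated CHO-M1 cells quantifies cellular IP1. Compounds spanned up to 46 uM final, and activity is expressed as AC50 from concentration-response fits of the ratio and donor data.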
# * = called active by the depositor. An excerpt; the hit share may differ from the screen's.
SMILES,IMPase inh
CCOc1ccc(NC(=O)Cn2cc(C(=O)c3cccs3)c3ccccc32)cc1,-2
Cc1ccnc(NC(c2cccc(O)c2)c2ccc3ccc(C)nc3c2O)c1 (configuration not stated),0
COc1ccc(OCC(=O)Nc2cc(-c3nc4ccccc4s3)ccc2C)cc1,-2
